# Bioassay records (PubChem)
# INS-1E ATP HTS: protection of INS-1E cells from cytokine death, primary screen, ATP luminescence, single point; AID 488910, 2010; INS-1E cytokine-induced death, 48 h; normalised: neutral wells 0, positive control 100; protection from cytokine-induced ATP loss, % at 10 µM; hit rate 0.1% among 20,000;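 active means mean replicate protection from cytokine-induced ATP loss at least 50% and at least 75% of replicates each reaching 50%; inconclusive means meets only one of the two criteria, mean or replicate share; inactive means fails both the mean and replicate share criteria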
#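 Material: INS-1E rat cells; Quantity: 8000 cells/well; Buffer or medium: phenol-red-free RPMI with 5% fetal bovine serum; Probe or stimulus: cytokine cocktail of IFN-γ, TNF-α and IL-1β; Compound dosing: single test concentration per compound, delivered by pin transfer; Incubation: 48 h co-treatment, 10 min post-lysis read; Signal: CellTiter-Glo luminescence.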
# T cruzi intra: inhibitors of intracellular Trypanosoma cruzi, primary screen, cell-based, plate reader, single point, set 2 | intracellular Trypanosoma cruzi in host cells | activity score (inhibition), % at 5.01 µM | hit rate 4.9% among 22,000 | AID 651903, 2012; in the data active means activity score above about 55%; inconclusive means no clear call, values can overlap the other calls;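 further: parasites and compound incubated about four days before reading; 0% = median of neutral control wells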
# Numbers without * were called inactive; ? = inconclusive; · = not tested or not shown.
# Start of the data: the first 6 compounds as a preview:
SMILES,INS-1E ATP HTS,T cruzi intra
C[C@H](CO)N1C[C@H](C)[C@H](CN(C)S(C)(=O)=O)Oc2c(NC(=O)Nc3ccc(F)cc3)cccc2C1=O,2,-22
C[C@H](CO)N1C[C@H](C)[C@H](CN(C)Cc2ccc(C(F)(F)F)cc2)OCc2cnnn2CCCC1=O,-1,15
Cc1ccc(S(=O)(=O)Nc2ccc3c(c2)C(=O)N([C@H](C)CO)C[C@@H](C)[C@H](CN(C)Cc2ccc(C(=O)Nc4ccccc4N)cc2)O3)cc1,-5,42
C[C@@H]1CN([C@H](C)CO)C(=O)c2cccc(NC(=O)C3CCOCC3)c2O[C@@H]1CN(C)S(=O)(=O)c1ccc(F)cc1,3,-6
C[C@H](CO)N1C[C@H](C)[C@H](CN(C)S(=O)(=O)c2ccc(Cl)cc2)Oc2ccc(NC(=O)Cc3cn(C)c4ccccc34)cc2CC1=O,-3,3
COc1ccc(S(=O)(=O)N(C)C[C@H]2OCc3cnnn3CCCC(=O)N([C@@H](C)CO)C[C@@H]2C)cc1,·,-3

# The whole of this part (from the top)
SMILES,INS-1E ATP HTS,T cruzi intra
C[C@H](CO)N1C[C@H](C)[C@H](CN(C)S(C)(=O)=O)Oc2c(NC(=O)Nc3ccc(F)cc3)cccc2C1=O,2,-22
C[C@H](CO)N1C[C@H](C)[C@H](CN(C)Cc2ccc(C(F)(F)F)cc2)OCc2cnnn2CCCC1=O,-1,15
Cc1ccc(S(=O)(=O)Nc2ccc3c(c2)C(=O)N([C@H](C)CO)C[C@@H](C)[C@H](CN(C)Cc2ccc(C(=O)Nc4ccccc4N)cc2)O3)cc1,-5,42
C[C@@H]1CN([C@H](C)CO)C(=O)c2cccc(NC(=O)C3CCOCC3)c2O[C@@H]1CN(C)S(=O)(=O)c1ccc(F)cc1,3,-6
C[C@H](CO)N1C[C@H](C)[C@H](CN(C)S(=O)(=O)c2ccc(Cl)cc2)Oc2ccc(NC(=O)Cc3cn(C)c4ccccc34)cc2CC1=O,-3,3
COc1ccc(S(=O)(=O)N(C)C[C@H]2OCc3cnnn3CCCC(=O)N([C@@H](C)CO)C[C@@H]2C)cc1,·,-3
C[C@H](CO)N1C[C@H](C)[C@H](CN(C)S(C)(=O)=O)OCc2cnnn2CCCC1=O,·,-11
CC(C)NC(=O)Nc1ccc2c(c1)C(=O)N([C@@H](C)CO)C[C@@H](C)[C@@H](CN(C)S(=O)(=O)c1cccs1)O2,5,-13
C[C@@H]1CCCCO[C@H](CN(C)C(=O)Nc2ccccc2)[C@@H](C)CN([C@H](C)CO)C(=O)c2cc(NS(C)(=O)=O)ccc2O1,-7,-5
C[C@H]1CN([C@@H](C)CO)C(=O)c2cccc(NS(=O)(=O)c3cn(C)cn3)c2O[C@H]1CN(C)C(=O)Nc1ccc(F)cc1,13,-21
C[C@@H]1CN([C@@H](C)CO)C(=O)c2cc(NC(=O)Nc3ccc(F)cc3)ccc2O[C@@H]1CN(C)C(=O)Nc1ccc2c(c1)OCO2,10,4
C[C@H]1CN([C@@H](C)CO)C(=O)Cc2cc(NC(=O)c3ccncc3)ccc2O[C@H]1CN(C)Cc1ccc(Oc2ccccc2)cc1,1,6
C[C@@H]1CN([C@H](C)CO)C(=O)c2cccc(NC(=O)Nc3cccc4ccccc34)c2O[C@@H]1CN(C)Cc1ccncc1,-7,-4
C[C@H]1CN([C@@H](C)CO)C(=O)c2cccc(NC(=O)c3cnccn3)c2O[C@H]1CN(C)Cc1ccc(C(=O)O)cc1,4,-24
COC(=O)CCCCCCC(=O)N/N=C/c1ccc2ccccc2n1,11,18
C[C@H](CO)N1C[C@H](C)[C@H](CN(C)Cc2ccncc2)Oc2ccc(NC(=O)Cn3cnnn3)cc2C1=O,·,-3
C[C@@H]1CN([C@@H](C)CO)C(=O)c2cccc(NC(=O)Nc3ccc(C(F)(F)F)cc3)c2O[C@@H]1CN(C)Cc1ccc(Cl)c(Cl)c1,-31,79*
C[C@H](CO)N1C[C@H](C)[C@@H](CN(C)Cc2ccc(C(F)(F)F)cc2)Oc2c(NC(=O)c3cnccn3)cccc2C1=O,-8,5
Cc1noc(C)c1NC(=O)N(C)C[C@H]1Oc2ccc(NC(=O)c3ccncc3)cc2C(=O)N([C@@H](C)CO)C[C@H]1C,9,-12
C[C@@H]1CN([C@@H](C)CO)C(=O)c2cccc(NC(=O)C3CC3)c2O[C@H]1CN(C)Cc1ccc(Cl)c(Cl)c1,-3,32
COc1ccc(CN(C)C[C@H]2Oc3ccc(NC(=O)Nc4c(C)noc4C)cc3C(=O)N([C@@H](C)CO)C[C@@H]2C)cc1,·,7
C[C@@H]1CN([C@H](C)CO)C(=O)Cc2cc(NS(=O)(=O)c3ccc(Cl)cc3)ccc2O[C@@H]1CN(C)S(=O)(=O)c1ccccc1,0,59*
C[C@H]1CN([C@@H](C)CO)C(=O)c2cc(NC(=O)Cc3cn(C)c4ccccc34)ccc2O[C@@H]1CN(C)Cc1ccc(Oc2ccccc2)cc1,-60,17
C[C@@H]1CN([C@@H](C)CO)C(=O)c2cc(NS(=O)(=O)c3ccc(Cl)cc3)ccc2O[C@H]1CN(C)S(=O)(=O)c1ccccc1,-6,4
CCCN(C)C[C@H]1OCc2cnnn2CCCC(=O)N([C@H](C)CO)C[C@@H]1C,0,0
COc1ccc(S(=O)(=O)Nc2cccc3c2O[C@H](CN(C)CC2CC2)[C@H](C)CN([C@@H](C)CO)C3=O)cc1,-5,-6
C[C@@H]1CN([C@H](C)CO)C(=O)Cc2cc(NC(=O)CCC(F)(F)F)ccc2O[C@@H]1CN(C)S(=O)(=O)c1cn(C)cn1,4,-15
Cc1noc(C)c1NC(=O)N(C)C[C@@H]1OCCCC[C@@H](C)Oc2ccc(NS(=O)(=O)c3cn(C)cn3)cc2C(=O)N([C@H](C)CO)C[C@@H]1C,-5,-5
C[C@@H]1CCCCO[C@H](CN(C)S(=O)(=O)c2ccc(F)cc2)[C@@H](C)CN([C@H](C)CO)C(=O)c2cc(NC(=O)c3ccccc3)ccc2O1,-8,0
CNC[C@H]1Oc2ccc(NC(=O)CCC(F)(F)F)cc2CC(=O)N([C@@H](C)CO)C[C@@H]1C,14,-10

# Pulled one by one from the list above (2):
SMILES,INS-1E ATP HTS,T cruzi intra
C[C@@H]1CN([C@@H](C)CO)C(=O)c2cc(NS(=O)(=O)c3ccc(Cl)cc3)ccc2O[C@H]1CN(C)S(=O)(=O)c1ccccc1,-6,4
C[C@@H]1CN([C@H](C)CO)C(=O)Cc2cc(NC(=O)CCC(F)(F)F)ccc2O[C@@H]1CN(C)S(=O)(=O)c1cn(C)cn1,4,-15

# Later entries
SMILES,INS-1E ATP HTS,T cruzi intra
C[C@H]1CN([C@@H](C)CO)C(=O)c2cc(NC(=O)CCN3CCOCC3)ccc2O[C@@H]1CN(C)S(=O)(=O)c1ccc(F)cc1,2,6
Cc1ccc(S(=O)(=O)N(C)C[C@@H]2Oc3c(NC(=O)c4ccc(-c5nccs5)cc4)cccc3C(=O)N([C@@H](C)CO)C[C@@H]2C)cc1,-16,-20
C[C@H]1CN([C@@H](C)CO)C(=O)Cc2cc(NC(=O)CCN3CCOCC3)ccc2O[C@@H]1CN(C)C,24,-16
C[C@H]1CN([C@@H](C)CO)C(=O)Cc2cc(NC(=O)Cc3cn(C)c4ccccc34)ccc2O[C@H]1CN(C)C(=O)Nc1ccc2c(c1)OCO2,20,-24
C[C@H]1CN([C@@H](C)CO)C(=O)c2cc(NC(=O)CCCCCC(=O)Nc3ccccc3N)ccc2O[C@@H]1CN(C)S(=O)(=O)c1cn(C)cn1,1,-17
C[C@@H]1CN([C@H](C)CO)C(=O)c2cccc(NC(=O)Nc3ccc4c(c3)OCO4)c2O[C@@H]1CN(C)S(=O)(=O)c1cn(C)cn1,6,-13
COc1ccc(CN(C)C[C@@H]2Oc3ccc(NS(=O)(=O)c4cn(C)cn4)cc3CC(=O)N([C@H](C)CO)C[C@@H]2C)cc1,-4,1
COc1cccc(-c2cnc3c(c2)C(=O)N([C@H](C)CO)C[C@H](C)[C@H](CN(C)S(=O)(=O)c2cn(C)cn2)O3)c1,·,7
C[C@H](CO)N1C[C@H](C)[C@H](CN(C)S(=O)(=O)c2ccc(Cl)cc2)Oc2ccc(NS(=O)(=O)c3ccc(Cl)cc3)cc2C1=O,·,64*
CC(C)NC(=O)Nc1ccc2c(c1)C(=O)N([C@@H](C)CO)C[C@H](C)[C@@H](CN(C)Cc1ccccc1)O2,5,-15
COc1ccc(CN(C)C[C@H]2Oc3c(NC(=O)Nc4c(C)noc4C)cccc3C(=O)N([C@H](C)CO)C[C@@H]2C)cc1,7,-9
C[C@H](CO)N1C[C@H](C)[C@@H](CN(C)S(=O)(=O)c2ccc(Cl)cc2)Oc2c(NC(=O)Nc3ccc(C(F)(F)F)cc3)cccc2C1=O,-29,33
C[C@@H]1CCCCO[C@H](CN(C)C(=O)c2ccccc2)[C@@H](C)CN([C@H](C)CO)C(=O)c2cc(NS(=O)(=O)c3cn(C)cn3)ccc2O1,-1,-8
C[C@H]1CN([C@@H](C)CO)C(=O)c2cc(NC(=O)Cc3ccccc3)ccc2O[C@H]1CN(C)Cc1ccc2c(c1)OCO2,·,9
C[C@@H]1CCCCO[C@@H](CN(C)Cc2ccc(Cl)c(Cl)c2)[C@@H](C)CN([C@H](C)CO)C(=O)c2cc(NC(=O)Nc3ccc(F)cc3)ccc2O1,-14,67*
C[C@H](CO)N1C[C@H](C)[C@H](CN(C)Cc2ccc(F)cc2)Oc2ncc(Br)cc2C1=O,-7,4
C[C@H]1CN([C@@H](C)CO)C(=O)c2cccc(NC(=O)c3ccncc3)c2O[C@@H]1CN(C)Cc1ccccc1,6,81*
COc1ccc(S(=O)(=O)Nc2cccc3c2O[C@@H](CN(C)C(=O)Nc2ccc(C(F)(F)F)cc2)[C@H](C)CN([C@@H](C)CO)C3=O)cc1,4,19
Cc1noc(C)c1NC(=O)N(C)C[C@H]1OCCCC[C@@H](C)Oc2ccc(NS(=O)(=O)c3cccs3)cc2C(=O)N([C@H](C)CO)C[C@@H]1C,-4,-8
C[C@@H]1CN([C@@H](C)CO)C(=O)c2cccc(NS(C)(=O)=O)c2O[C@@H]1CN(C)CC1CCCCC1,-5,-24
C[C@H]1CN([C@@H](C)CO)C(=O)Cc2cc(NC(=O)c3ccncc3)ccc2O[C@H]1CN(C)Cc1ccc(C(=O)O)cc1,19,-32
C[C@@H]1CN([C@@H](C)CO)C(=O)Cc2cc(NC(=O)CCC(F)(F)F)ccc2O[C@@H]1CN(C)S(=O)(=O)c1ccc(F)cc1,4,-3
C[C@H](CO)N1C[C@H](C)[C@H](CN(C)S(=O)(=O)c2ccccc2)Oc2c(NC(=O)C3CCOCC3)cccc2C1=O,3,-18
C[C@@H]1CN([C@@H](C)CO)C(=O)Cc2cc(NC(=O)Nc3ccccc3)ccc2O[C@@H]1CN(C)Cc1ccc(C(F)(F)F)cc1,-4,?
Cc1ccc(S(=O)(=O)Nc2ccc3c(c2)C(=O)N([C@@H](C)CO)C[C@@H](C)[C@@H](CN(C)Cc2ccc(C(=O)Nc4ccccc4N)cc2)O3)cc1,39,23
COc1ccc(S(=O)(=O)Nc2ccc3c(c2)C(=O)N([C@@H](C)CO)C[C@H](C)[C@H](CN(C)Cc2ccc(C(=O)Nc4ccccc4N)cc2)O3)cc1,-3,10
COc1cc(Br)c(/C=N/NC(=O)c2cccc(C(=O)NO)c2)cc1OC,-5,-3
C[C@@H]1CN([C@@H](C)CO)C(=O)c2cccc(NC(=O)Nc3ccc(C(F)(F)F)cc3)c2O[C@H]1CN(C)C(=O)Nc1cccc2ccccc12,-30,38
C[C@@H]1CN([C@@H](C)CO)C(=O)c2cc(NC(=O)CCCN(C)C)ccc2O[C@H]1CN(C)C,2,4
C[C@@H]1CN([C@H](C)CO)C(=O)c2cccc(NC(=O)c3ccc(-c4nccs4)cc3)c2O[C@@H]1CN(C)C(=O)Nc1ccc2c(c1)OCO2,-4,35
C[C@H](CO)N1C[C@H](C)[C@H](CN(C)Cc2ccncc2)Oc2ccc(NC(=O)Nc3ccc(F)cc3)cc2CC1=O,-6,0
C[C@H]1CN([C@@H](C)CO)C(=O)c2cc(NC(=O)CCC(F)(F)F)ccc2O[C@H]1CN(C)Cc1ccncc1,3,-15
Cc1noc(C)c1NC(=O)Nc1ccc2c(c1)CC(=O)N([C@H](C)CO)C[C@@H](C)[C@@H](CN(C)Cc1ccc(C(=O)Nc3ccccc3N)cc1)O2,-14,-5
CCOc1cccc(/C=N/NC(=O)c2ccccn2)c1OCC,1,-21
C[C@H]1CN([C@@H](C)CO)C(=O)c2cccc(NS(=O)(=O)c3ccc(F)cc3)c2O[C@@H]1CN(C)CC1CCCCC1,4,6
C[C@H]1CN([C@@H](C)CO)C(=O)c2cc(NS(=O)(=O)c3cn(C)cn3)ccc2O[C@@H]1CN(C)CC1CC1,7,-11
C[C@@H]1CN([C@H](C)CO)C(=O)c2cc(NS(=O)(=O)c3cccs3)ccc2O[C@H]1CN(C)Cc1ccc2c(c1)OCO2,3,-8
C[C@H](CO)N1C[C@H](C)[C@H](CN(C)C(=O)Nc2cccc3ccccc23)Oc2ccc(NS(=O)(=O)c3cn(C)cn3)cc2C1=O,·,-8
CCCN(C)C[C@H]1OCc2cnnn2CCCC(=O)N([C@@H](C)CO)C[C@H]1C,·,-13
C[C@H]1CN([C@@H](C)CO)C(=O)c2cc(NC(=O)NC3CCCCC3)ccc2O[C@@H]1CN(C)CC1CCCCC1,3,-8

# This is a random part of the collection. About 5.6% of those tested had a hit in this group.
